# BRCA1 expr up: qHTS Assay to Identify Small Molecule Activators of BRCA1 Expression. MCF7-BRCA1-FFLuc reporter, luminescence, 48 h; response scale: scaled: vehicle 0%, 10 µM genistein 100%. Potency, µM (highest dose often 46.1 µM), inactives show top-dose activation, usual class: activators. 380,000 tested, 1.1% active. AID 624202, 2012; further: potency means the concentration at half of the fitted maximal effect; nearly all actives have a fitted effect of over 80% in size; some results filed as inactive show a strong effect at the top dose
#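 Compounds are tested at multiple concentrations on MCF7 BRCA1-luciferase reporter cells seeded at 2000 per well; after 48 h, a single luminescence end-point is taken and curves fitted to the normalized data.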
# B2AR arrestin: qHTS assay of beta-arrestin-biased ligands of beta2-adrenergic receptor. 330,000 tested, 0.02% active. Potency, µM (doses to about 46.1 µM), for inactives: at the highest dose activation, actives largely listed as activators. beta-arrestin recruitment to beta2AR, cell-based reporter. Beta-2 adrenergic receptor (Homo sapiens), P07550;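 further: potency means the concentration at half of the fitted maximal effect; 0% = DMSO controls and full agonism = EC100 isoproterenol or metaproterenol; nearly all actives have a fitted effect of over 65% in size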
# Integrin act MD: qHTS for Activators of Integrin-Mediated Alleviation for Muscular Dystrophy. alpha7betagal myoblasts, beta-gal FDG fluorescence, 48 h. Potency, µM (top dose mostly 38.3 µM), for inactives: top-dose activation, hits mostly activators. 350,000 tested, 0.064% active;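 further: potency means the concentration at half of the fitted maximal effect; 100% = response of the positive control SU9516; nearly all actives have a fitted effect of over 60% in size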
#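 alpha7betagal+/- myoblasts (passage 13, 250/well) treated 48 h at 37C with compounds at 1:260 dilution of DMSO stock. Lysed, then beta-galactosidase activity read as FDG fluorescence (ex 480/em 540) after 30 min, with pre-read for autofluorescence.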
# AT treatment: qHTS Assay for Identifying a Potential Treatment of Ataxia-Telangiectasia. […] A-T fibroblasts, KAP-1 phosphorylation AlphaLISA; neocarzinostatin DNA damage 30 min before lysis. Potency, µM (top dose mostly 57.5 µM), for inactives: at the top dose activation, hits mostly activators. 320,000 tested, 0.19% active. AID 485349, 2010; further: potency means the concentration at half of the fitted maximal effect; % of control where 0% means no effect; nearly all actives have a fitted effect of over 45% in size
#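 hTERT-immortalized A-T patient fibroblasts ([…]), 500 cells/well in OPTI-MEM, 1% FBS, got compounds for 60 min, then NCS for 30 min at 37C. Lysates were then assayed for phospho-KAP-1 by AlphaLISA (anti-pKAP1 donor, anti-KAP1 acceptor beads), 6 hr at 25C.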
# ELG1 repair inh: qHTS screen for small molecules that inhibit ELG1-dependent DNA repair in human embryonic kidney (HEK293T) cells expressing luciferase-tagged ELG1; HEK293T ELG1-luciferase reporter, luminescence, 16 h; DNA damage induced by 5-fluorouridine; Potency, µM (doses to about 46.1 µM), without a hit: top-dose activity change, negative = inhibition, actives largely listed as inhibitors; 330,000 tested, 2.3% active; further: potency means the concentration at half of the fitted maximal effect; on the % scale 0 is the no-effect control and ±100 the full control effect; nearly all actives have a fitted effect of over 55% in size
#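 Reporter activity after DNA damage by 5-fluorouridine is monitored. Compound-treated cells incubate 16 hr at 37 °C, then ONE-Glo is added for 30 min before luminescence reading.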
# CXXC DNA block: qHTS Fluorescence Polarization Assay for Inhibitors of MLL CXXC domain - DNA interaction | Histone-lysine N-methyltransferase 2A (Homo sapiens), Q03164 | MLL-CXXC / FITC-HOXA9 DNA fluorescence polarization | Potency, µM (titrated, usually from 115 µM), inactives show at the top dose activity change, negative = inhibition, usual class: inhibitors | 290,000 tested, 0.037% active; active means well fitted inhibition curve with a large enough effect in the polarisation, with a control signal flat, not every such curve was filed as active; inconclusive means small, poorly fitted or top-dose-only effect, or effect the other way, or a change in a side signal; inactive means no such curve, though single readings can be large or run the other way; the % refers to the polarisation; further: potency means the concentration at half of the fitted maximal effect
#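 Purified MLL-CXXC (added from a 7 uM solution) was preincubated 5 min at ambient with pinned compounds in 50 mM Tris-HCl pH 7.5, 50 mM NaCl, 1 mM DTT, 0.05% BSA. Fluorescein-labeled HOX-A9 DNA (50 nM solution) followed, 30 min, then polarization read.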
# p53 reactivation: qHTS assay for re-activators of p53 using a Luc reporter | AID 504706, 2011 | Potency, µM (doses to about 92.2 µM), for the others: at the highest dose activity change, positive = activation, actives largely listed as activators | 320,000 tested, 0.063% active | H1299 p53-A138V BP100-luciferase reporter, luminescence, 24 h; further: potency means the concentration at half of the fitted maximal effect; % of control where 0% means no effect; nearly all actives have a fitted effect of over 45% in size
#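 p53-null H1299 cells stably carrying temperature-sensitive p53-A138V and a BP100-luciferase reporter were pinned with compounds (4-point, 1:5 series) and held 24 hrs at 37 deg C. Luminescence was read 10 min after detection reagent.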
# TSG101-PTAP inh: qHTS Assay for Iinhibitors of HIV-1 Budding by Blocking the Interaction of PTAP/TSG101. Tumor susceptibility gene 101 protein (Homo sapiens), Q99816. Fluorescence polarization, FITC-PTAP peptide / Tsg101 binding. Potency, µM (doses to about 115 µM), for inactives: at the highest dose activity change, negative = inhibition, actives largely listed as inhibitors. 340,000 tested, under 10 active. AID 493005, 2010; active means well fitted inhibition curve with a large enough effect in the main read-out, with a control signal flat, not every such curve was filed as active; inconclusive means small, poorly fitted or top-dose-only effect, or effect the other way, or a change in a side signal; inactive means no such curve, though single readings can be large or run the other way; further: potency means the concentration at half of the fitted maximal effect; % of control where 0% means no effect
#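 Fluorescence polarization binding of Tsg101 binding domain (10 uM final) to FITC-labeled PTAP peptide (50 nM final) in HEPES pH 7.5 buffer with NaCl, Tween 20, EDTA, TCEP. Compounds added before peptide; binding 20 min at RT.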
# TCR act: Activators of T cell receptors: qHTS campaign | primary human leukocytes, anti-CD3, IL-2 HTRF, 48 h | Potency, µM (titrated, usually from 9.22 µM), for the others: top-dose activation of IL-2 secretion, most hits filed as activators | 330,000 tested, under 10 active; further: % of control where 0% means no effect
#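 48 hr co-incubation of compounds, a-CD3 beads and primary human leukocytes; IL-2 quantified homogeneously by HTRF with anti-IL-2 K and d2 conjugates.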
# TRPV1 ag: HTS Assay for Compounds that Act as Agonists of the Vanilloid Receptor 1; Transient receptor potential cation channel subfamily V member 1 (Homo sapiens), Q8NER1; TRPV1-expressing cells, Fluo-8 calcium influx, agonist mode; activation, % at 8.33 µM; 320,000 tested, 0.19% active; in the data active means activation above about 80%; inconclusive means between about 30% and that limit; further: 0% is about no effect
# Target sequence (Q8NER1 whole entry, looked up): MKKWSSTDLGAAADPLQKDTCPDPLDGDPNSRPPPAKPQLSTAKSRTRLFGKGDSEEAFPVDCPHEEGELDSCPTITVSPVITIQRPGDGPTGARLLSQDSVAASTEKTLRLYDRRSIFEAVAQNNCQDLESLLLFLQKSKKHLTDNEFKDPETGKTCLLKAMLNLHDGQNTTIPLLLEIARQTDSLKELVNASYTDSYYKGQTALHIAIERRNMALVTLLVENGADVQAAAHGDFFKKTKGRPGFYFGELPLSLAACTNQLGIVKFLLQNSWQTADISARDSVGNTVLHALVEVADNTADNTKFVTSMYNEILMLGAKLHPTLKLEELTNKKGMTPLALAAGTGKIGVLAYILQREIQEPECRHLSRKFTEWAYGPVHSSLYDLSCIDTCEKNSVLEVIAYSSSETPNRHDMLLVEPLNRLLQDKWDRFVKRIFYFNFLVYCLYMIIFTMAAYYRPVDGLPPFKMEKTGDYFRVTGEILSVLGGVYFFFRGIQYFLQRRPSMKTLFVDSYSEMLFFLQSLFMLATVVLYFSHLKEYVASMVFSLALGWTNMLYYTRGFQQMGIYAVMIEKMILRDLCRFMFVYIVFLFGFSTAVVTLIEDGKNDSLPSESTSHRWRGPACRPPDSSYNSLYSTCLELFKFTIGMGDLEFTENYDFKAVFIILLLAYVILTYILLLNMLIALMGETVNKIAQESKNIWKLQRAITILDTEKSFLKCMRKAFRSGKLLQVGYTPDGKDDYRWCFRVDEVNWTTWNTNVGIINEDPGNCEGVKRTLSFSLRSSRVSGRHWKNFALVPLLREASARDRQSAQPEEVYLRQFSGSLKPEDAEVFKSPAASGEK
#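 Fluo-8 calcium influx in TRPV1-expressing cells, kinetic read (ex 480/em 520 nm). Compound added and read 3 min for agonist activity, followed by capsaicin at EC20 final and 2 min further read for enhancement.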
# An asterisk follows results filed as active; ? = inconclusive; / = not tested or not shown; [ ] = dose if it differs, or a comment. Unless noted, the call rests on the fitted dose curve; in most records, active means well fitted curve in the direction sought with a large enough effect; inconclusive means small, poorly fitted or top-dose-only effect, or another doubt; inactive means no such curve, though single readings can be large; an effect the other way counts as inactive or inconclusive.
SMILES,BRCA1 expr up,B2AR arrestin,Integrin act MD,AT treatment,ELG1 repair inh,CXXC DNA block,p53 reactivation,TSG101-PTAP inh,TCR act,TRPV1 ag
Cc1ccccc1NC(=S)Nc1ccc2[nH]c(=O)[nH]c2c1,0%,0.3%,19%,2%,2%,1%,-1%,-2%,-3%,-2
Clc1ccc(-c2nc3ccccn3c2CN2CCCCC2)cc1,16%,-0.1%,13%,8%,?,-5%,4%,-1%,-1%,6
Cc1cccc(OCC(=O)NCC(=O)n2nc(C)cc2C)c1,1%,-0.1%,31%,1%,0%,0%,14%,-5%,6%,-1
Cc1c(Cl)cnc(NC(=O)COC(=O)c2ccc(S(=O)(=O)NCc3ccco3)cc2)c1Cl,-15%,0.0%,14%,2%,16%,-15%,?,-2%,10%[46.1 µM],-7
COc1cc(/C=C/C(=O)O)cc(OC)c1,34%,-0.8%,18%,9%,19%,1%,10%,-2%,-3%,-2
Cc1ccc(C(=O)Nn2c(N)c(S(=O)(=O)c3ccc(C)cc3)c3nc4ccccc4nc32)cc1,-36%,-0.1%,-6%,0%,-7%,20%,-3%,4%,-8%,14
O=S(=O)(NCC1OCCc2ccccc21)c1ccccc1 (centres undefined),-1%,0.3%,39%,3%,1%,-5%,-1%,-1%,-1%,-2
c1ccc2[nH]c(CN3CCCCC3)nc2c1,11%,-0.1%,-9%,0%,3%,-4%,10%,-4%,1%,2
COc1ccc2oc(C(=O)N(C)CCOc3ccc(Cl)cc3)c(C)c2c1,3%,-0.6%,?,11%,4%,0%,/,-2%,-2%,9
COC(=O)c1sc2nc(SCC(=O)N(C)c3ccccc3)n(N)c(=O)c2c1C,-16%,0.0%,10%,-1%,?,-6%,-6%,0%,4%,5
Cc1c(C(=O)O)c(=S)sn1CCOc1ccccc1,0%,-0.9%,1%,-2%,16%,12%,5%,-1%,-8%,1
O=C(Cn1cnc2c(oc3nc4c(cc32)CCCC4)c1=O)Nc1cccc(Cl)c1,0%,0.3%,6%,1%,11%,23%,6%,2%,5%,0
COc1ccc(C2C3=C(CC(C)(C)CC3=O)Oc3ncn(CCO)c(=N)c32)cc1OC (centres undefined),-1%,-0.3%,-8%,1%,12%,3%,1%,-7%,4%,-1
COC(=O)c1sccc1NC(=O)c1ccc(Br)s1,-57%,0.4%,-13%,2%,0%,-10%,5%,-6%,-3%,0
O=C(NCC(=O)N(Cc1ccc(F)cc1)C(C(=O)NCC1CCCO1)c1ccccc1)c1ccco1 (centres undefined),0%,-0.2%,4%,5%,-4%,9%,0%,-4%,12%,-1

# Some entries already given, limited to B2AR arrestin and ELG1 repair inh.
canonical_smiles	B2AR arrestin	ELG1 repair inh
Cc1cccc(OCC(=O)NCC(=O)n2nc(C)cc2C)c1	-0.1%	0%
c1ccc2[nH]c(CN3CCCCC3)nc2c1	-0.1%	3%
COc1ccc(C2C3=C(CC(C)(C)CC3=O)Oc3ncn(CCO)c(=N)c32)cc1OC (centres undefined)	-0.3%	12%
Cc1ccc(C(=O)Nn2c(N)c(S(=O)(=O)c3ccc(C)cc3)c3nc4ccccc4nc32)cc1	-0.1%	-7%

# Next compounds
SMILES,BRCA1 expr up,B2AR arrestin,Integrin act MD,AT treatment,ELG1 repair inh,CXXC DNA block,p53 reactivation,TSG101-PTAP inh,TCR act,TRPV1 ag
CN(C)c1ccc(NC(=O)c2sc(SCC(=O)Nc3nccs3)nc2N)cc1,0%,-0.1%,-31%,-3%,?,2%,25%,-2%,1%,5
COC(CN(C)S(=O)(=O)c1cc2c3c(c1)CCC(=O)N3CCC2)OC,-3%,0.1%,4%,3%,18%,-2%,11%,0%,1%,0
CC1CCC(=O)N(CCOc2ccccc2)CC1 (centres undefined),?,0.2%,26%,3%,?,3%,/,-1%,0%,4
CCc1c(C)nc(SCC(=O)N2CCN(c3ccccc3)CC2)[nH]c1=O,2%,0.2%,-14%,4%,15%,5%,-2%,-4%,-4%,?
COC(=O)CNC(=O)c1ccc(NS(=O)(=O)c2cc([N+](=O)[O-])ccc2Cl)cc1,-1%,-0.5%,8%,5%,0%,-6%,4%,-6%,3%,-3
COc1ccccc1OCCSc1ncnc2nc[nH]c12,-10%,-0.2%,5%,2%,-10%,1%,3%,-3%,-4%,-1
COc1cccc(C(C)NC(=O)Nc2ccccc2Cl)c1 (centres undefined),-16%,-0.7%,18%,19%,-14%,17%,-2%,-4%,9%,0
CC(=O)N/C(=C\c1ccccc1)C(=O)OCC(=O)N(CC(C)C)c1c(N)n(Cc2ccccc2)c(=O)[nH]c1=O,0%,-0.8%,2%,-6%,-1%,/,3%,1%,-4%,3
CN1C(=O)NC(c2ccccc2[N+](=O)[O-])C2=C1CC(C)(C)CC2=O (centres undefined),-4%,-0.2%,-20%,7%,?,17%,2%,-5%,-1%,-2
COc1ccc(N/C=C2/Sc3ccccc3NC2=O)cc1,?,0.8%,5%,4%,?,-7%,3%,0%,-2%,-3
O=C1CC(C(=O)N2CCN(c3ccc(F)cc3)CC2)CN1CCc1ccccc1 (centres undefined),0%,0.3%,20%,10%,-9%,8%,-5%,-1%,3%,/
CCN(CC)S(=O)(=O)c1cccc(C(=O)NC(C(=O)NNC(=O)c2ccccc2F)C(C)C)c1 (centres undefined),-1%,/,15%,/,/,/,/,0%,-5%,/
Cc1ccc(CSc2ccc3nnc(-c4cccnc4)n3n2)cc1,-49%,-0.8%,-9%,3%,-27%,-6%,-16%,0%,1%[46.1 µM],3
CC1(C)CC(=O)C=C(NCC2CCCO2)C1 (centres undefined),6%,-0.4%,22%,11%,16%,-12%,-6%,-9%,0%,3
Cc1ccc(S(=O)(=O)N2CCN(C(=O)/C=C/c3ccccc3)CC2)cc1C,-34%,0.0%,5%,0%,?,/,-7%,0%,4%,3
COc1ccc(Cl)cc1NC(=O)CN1CCc2ccccc21,-27%,-0.7%,-25%,-2%,?,0%,-1%,-3%,-4%,12
COc1ccc(C(=O)COC(=O)CN2C(=O)C3C4C=CC(C5CC45)C3C2=O)cc1 (centres undefined),?,-0.3%,7%,-7%,-3%,0%,-8%,-1%,-4%[46.1 µM],6
CN1CCN(CC(=O)Nc2nnc(-c3cccs3)s2)CC1,-13%,-2.3%,11%,-3%,?,10%,10%,1%,6%[46.1 µM],-1
COc1cccc(-n2c(Cc3cc(=O)[nH]c(=O)[nH]3)nnc2SCC(=O)NC2CCCCC2)c1,6%,0.5%,12%,0%,?,6%,2%,-1%,-16%,/
Cc1cc2cc3c(N)[nH]nc3nc2cc1C,?,-1.0%,2%,-6%,?,4%,10%,-7%,2%,-1
CCOC(=O)Cc1csc(NC(=O)c2cnc3sc(C)cn3c2=O)n1,11µM*,0.1%,?,3%,?,27%,13%,-1%,-5%,-8
Cc1cc(C)c2c(CN3CCCCC3)cc(=O)oc2c1,8%,0.5%,10%,-9%,9%,11%,5%,-4%,-4%,6
O=C(CCSc1ccccc1)NC(=O)COC(=O)C1CCCCC1,2%,-0.2%,18%,42%,-5%,13%,3%,-1%,1%,19
O=C1C2CCCCN2C(=O)N1CCN1CCN(c2ccc([N+](=O)[O-])cc2)CC1 (centres undefined),-18%,-0.2%,-12%,-16%,?,7%,1%,2%,2%,-1
O=c1[nH]c2ccccc2cc1CN(CC1CCCO1)S(=O)(=O)c1ccc(Cl)cc1 (centres undefined),-20%,-0.8%,-2%,12%,-22%,-3%,-3%,5%,3%,-1
Cc1cccc(C(=O)NNS(=O)(=O)c2ccccc2[N+](=O)[O-])c1,-14%,-0.3%,-2%,/,14%,5%,-6%,-3%,-2%[46.1 µM],3
c1cnc(Nc2nc(-c3ccc4ccccc4c3)cs2)nc1,?,0.3%,?,-11%,?,8%,20%,-7%,-16%,0
COc1ccc(N=NC2=C(O)CC(C)(C)CC2=O)cc1,42%,0.2%,-25%,/,?,18%,?,-4%,-2%,-1
Cc1nc(NC(=O)CSC2=NCCS2)sc1C(=O)N(C)C,68%,0.1%,-18%,5%,1%,21%,-6%,-3%,-12%,0
CC1CCN(c2cc(N3CCC(C)CC3)c([N+](=O)[O-])cc2/C=C(\C#N)c2nn(-c3ccccc3)c(N)c2C#N)CC1,-8%,0.1%,22%,-4%,-1%,14%,2%,-4%,-1%,/
